HMGR II inh: inhibitors of class II HMG-CoA reductase from Enterococcus faecalis | purified E. faecalis HMGR, NADPH absorbance 340 nm kinetic | AID 1066 | inhibition, % at 10 µM | actives 0.41% (n = 190,000);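 active = inhibition above a set limit, the median over all tested compounds plus 3 SD, cut at about 9.5% in these data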;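 note: enzyme runs in reverse so mevalonate oxidation gives rising NADPH absorbance; 0% = complete reaction with DMSO and 100% = background rate lacking mevalonate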
Diaph act CS: diaphorase activation or chemical reduction counter-screen; Diaphorase/resazurin coupled assay, resorufin fluorescence, 16 min; hits give high values; 1 = vehicle wells, 0 = NADH-free wells; activation factor at 20 µM; actives 0.005% (n = 190,000); AID 1229;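 active = diaphorase activity raised at least twofold by the compound at 20 µM; inactive = activation factor below 2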
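Material: purified diaphorase enzyme from Clostridium kluyveri / Medium: HEPES pH 7.4 buffer with MgCl2 and Tween 20 / Schedule: enzyme reaction of 16 min at room temperature / Measured by: resorufin fluorescence, excitation 544 nm, emission 590 nm / Evaluation: rise in resorufin formation, marking diaphorase activation or chemical reduction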
TNAP act hi DEA: activators of human TNAP at high phosphate acceptor concentration; P05186; purified TNAP, CDP-star luminescence, 1 M DEA, 30 min; hits give high values; 0 = EDTA background, 1 = DMSO-only activity; activation factor at 20 µM; 200,000 tested, under 10 active;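 active = activation factor at least 2 at 20 µM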
Target sequence (P05186 whole entry, looked up): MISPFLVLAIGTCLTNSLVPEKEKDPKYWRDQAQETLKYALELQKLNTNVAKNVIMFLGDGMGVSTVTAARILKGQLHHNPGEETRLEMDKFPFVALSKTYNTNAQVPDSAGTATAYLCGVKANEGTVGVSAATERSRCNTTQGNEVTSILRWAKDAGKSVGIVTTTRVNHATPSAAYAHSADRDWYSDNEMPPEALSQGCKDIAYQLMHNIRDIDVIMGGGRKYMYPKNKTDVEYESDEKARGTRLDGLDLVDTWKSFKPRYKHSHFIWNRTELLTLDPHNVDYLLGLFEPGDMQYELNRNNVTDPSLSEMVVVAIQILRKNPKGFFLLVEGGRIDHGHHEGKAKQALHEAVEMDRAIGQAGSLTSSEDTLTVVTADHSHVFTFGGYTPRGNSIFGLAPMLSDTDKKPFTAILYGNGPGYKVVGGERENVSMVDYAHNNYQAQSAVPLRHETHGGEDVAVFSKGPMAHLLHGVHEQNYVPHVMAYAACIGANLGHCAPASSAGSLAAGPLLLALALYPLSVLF
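system = human TNAP | amount = enzyme diluted 1/800 final | reagent = 100 µM CDP-star substrate | signal = luminescent substrate turnover signal | dosing = one dose, 20 µM | benchmarks = EDTA negative control, DMSO positive control | measure = activation factor | timing = 30 min reaction, room temperature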
FLuc act counter: affects firefly luciferase, flagging false hits in luciferase stimulation screens; ATPlite luciferase biochemical, luminescence, 10 min; 0 = ATP-free wells, 1 = DMSO control; 200,000 tested, under 10 active; P08659; activation factor at 10 µM;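 active = luciferase activation factor, scaled between plate controls, of at least 2 with compound at 10 µM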
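Material: Luciferase/luciferin reagent mix | Doses: Test compounds dosed from 2 mM stocks in 100% DMSO | Timing: 10 min incubation after luciferase reagent addition, room temperature | Measured by: Luminescence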
TNAP inh noacc: TNAP (human) inhibition, acceptor-free conditions. inhibition, % at 20 µM. AID 1012. actives 0.26% (n = 200,000). P05186. purified TNAP, CDP-star luminescence, 30 min;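 active = tissue-nonspecific alkaline phosphatase inhibition above about 50% at 20 µM in the single-dose screen, limit read from the data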;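 note: 0% = DMSO negative control and 100% = EDTA positive control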
Diaph inh CS: counter-screen for diaphorase-based assays: diaphorase inhibitors and chemical oxidizers; diaphorase resazurin-to-resorufin fluorescence, NADH, 16 min; bacterial (C. kluyveri) enzyme, not human; inhibition, % at 20 µM; actives 0.69% (n = 190,000); AID 1217;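 active = primary screen inhibition at 20 µM above a set limit, cut at about 50% in these data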;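 note: plate controls were DMSO with full reaction for no effect and wells lacking NADH for full effect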
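Test system: Clostridium kluyveri diaphorase enzyme / Quantity: diaphorase at 0.14 U/mL in enzyme working solution / Incubation: 16-min room-temperature incubation before reading / Benchmarks: NADH-free wells as positive control, DMSO-only neutral wells / Signal: resorufin fluorescence 544/590 nm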
PMI act: phosphomannose isomerase (human) activation; purified human PMI, coupled resazurin fluorescence, 20 min; hits give high values; 1 = vehicle control, 0 substrate-free wells; P34949; activation factor at 20 µM; actives 0.005% (n = 190,000);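 active = activation factor of 2 or more at 20 µM, relative to plate controls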
Target sequence (P34949 whole entry, looked up): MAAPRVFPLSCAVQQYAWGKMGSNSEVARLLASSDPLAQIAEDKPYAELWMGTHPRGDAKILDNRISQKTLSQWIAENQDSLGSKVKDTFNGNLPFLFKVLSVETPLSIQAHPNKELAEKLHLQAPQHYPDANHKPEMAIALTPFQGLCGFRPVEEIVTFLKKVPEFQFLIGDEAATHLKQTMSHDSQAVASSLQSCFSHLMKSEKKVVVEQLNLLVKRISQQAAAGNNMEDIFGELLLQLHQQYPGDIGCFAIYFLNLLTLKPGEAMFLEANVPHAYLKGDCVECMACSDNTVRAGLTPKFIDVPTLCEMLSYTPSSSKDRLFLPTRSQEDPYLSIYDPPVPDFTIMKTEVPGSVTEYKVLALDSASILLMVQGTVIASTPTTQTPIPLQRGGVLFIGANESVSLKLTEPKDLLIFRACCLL
TNAP inh hi DEA: TNAP (human) inhibition, high acceptor; P05186; purified TNAP, CDP-star luminescence, 1 M DEA; inhibition, % at 20 µM; actives 0.03% (n = 200,000); AID 1135;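 active = over 50% inhibition of tissue-nonspecific alkaline phosphatase at 20 µM in the single-dose screen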;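 note: plate controls were DMSO wells for no effect and EDTA-quenched wells as full inhibition for full effect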
PMI act satM6P: PMI (human) activation, high substrate. actives 0.34% (n = 190,000). activation factor at 20 µM. P34949. coupled PMI enzyme assay, resazurin fluorescence, 20 min; hits give high values; 1 = untreated enzyme, 0 = substrate-free blank. AID 1216;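 active = activation factor of 2 or more at 20 µM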
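Test system: human PMI in coupled enzyme assay; Input: PMI at 15 ng/mL final; Medium: HEPES buffer, pH 7.4; Schedule: 20 min incubation at room temperature; Technique: resorufin fluorescence at Ex 544/Em 590 nm; Compound: 20 µM single dose; Probe or stimulus: Near-saturating mannose-6-phosphate, 1.0 mM.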
G6PDH counter: inhibits Leuconostoc G6PDH, flagging false hits in G6PDH-based assays. actives 0.12% (n = 200,000). AID 1020. Purified L. mesenteroides G6PDH, diaphorase/resazurin coupled fluorescence, 45 min. inhibition, % at 5 µM; in the data active = inhibition above about 50%
* hit, by the source's call; . = not tested or not shown.

1. Cc1c(NC(=O)c2ccc(N(C)S(C)(=O)=O)cc2)c(=O)n(-c2ccccc2)n1C
2. CCN(CC)c1nc(C#N)cc(-c2ccc(OC)cc2)n1
3. O=C(/C(=N\Nc1ccccc1)Sc1nnnn1-c1ccccc1)c1ccccc1
4. CCCCNc1nc2ccccc2[nH]1
5. O=C(NNC(=O)C12CC3CC(CC(C3)C1)C2)c1ccco1
6. CC(=O)N1N=C(c2ccco2)CC1c1ccc(C)cc1 (configuration not stated)
7. O=S(=O)(c1ccc(S(=O)(=O)N2CCOCC2)cc1)N1CCCC1
8. CCN1CC2=C(OC(N)=C(C#N)C2c2ccccc2)/C(=C\c2ccccc2)C1 (configuration not stated)
9. COc1ccc(CCNC(=O)CCCCn2c(=O)[nH]c3ccccc3c2=O)cc1OC
10. COc1ccc(C)cc1NC(=O)c1cc2c(s1)CCC2

assay / compound	1	2	3	4	5	6	7	8	9	10
HMGR II inh	0	-5	-3	-6	-5	-3	-4	-5	-1	-6
Diaph act CS	0.9	0.7	0.9	1.1	1.1	0.9	.	0.9	0.8	0.9
TNAP act hi DEA	1.1	1.1	1	1	1	1	1	1	1	1
FLuc act counter	1.1	1.1	1	1	1	1.1	1.1	1	1.1	0.8
TNAP inh noacc	-13	-10	-12	-6	-16	-5	-7	-4	-2	-13
Diaph inh CS	5	34	9	-5	-10	12	.	11	16	10
PMI act	1	0.9	0.8	1	1	1.1	.	0.8	1	0.9
TNAP inh hi DEA	-6	-6	-1	1	-2	-3	-1	0	-1	-2
PMI act satM6P	1	0.8	1	1	1	1	.	0.8	1	1
G6PDH counter	0	1	6	4	8	-2	15	-2	0	-22

11. O=[N+]([O-])C1=C(Nc2cccc3ccccc23)CS(=O)(=O)C1
12. O=C(Nc1ccc2nc(SCc3ccc(Cl)cc3)sc2c1)c1ccccc1C(=O)N1CCOCC1
13. Cc1nnc(NC(=O)Cc2cccs2)s1
14. COC(=O)c1c(NC(=O)CSc2nc(-c3ccco3)cc(C(F)(F)F)n2)sc2c1CCCC2
15. O=C(Cn1cc(-c2nnnn2-c2ccc(Cl)cc2)c(=O)c2ccccc21)c1ccccc1
16. CCCn1nc(C(=O)OCC(=O)c2c(N)n(C)c(=O)n(C)c2=O)c2ccccc2c1=O
17. Cc1cc(Oc2cc(N)cc([N+](=O)[O-])c2)ccc1Cl
18. CCN(CC)S(=O)(=O)c1cccc(NC(=O)/C=C/c2ccc([N+](=O)[O-])cc2)c1
19. CCCc1nc(N)c(C#N)c(N)c1C#N
20. COCC(=O)Nc1ccccc1C#N

assay / compound	11	12	13	14	15	16	17	18	19	20
HMGR II inh	2	5	-1	0	1	3	-1	-7	1	-3
Diaph act CS	0.9	0.9	0.8	0.9	0.9	0.9	0.8	0.9	0.9	0.9
TNAP act hi DEA	1	1	1.1	1	1	1	1	1	1	1.1
FLuc act counter	1.1	1.1	1.1	1.1	1.1	1.1	1	1	1	1
TNAP inh noacc	-14	-5	-9	-9	-6	-9	-1	-9	-14	-10
Diaph inh CS	13	14	25	10	9	8	17	15	14	10
PMI act	0.9	0.9	1.1	0.8	1	1	1	0.9	1	0.9
TNAP inh hi DEA	-5	-1	-10	-4	-1	-2	2	-2	-2	-6
PMI act satM6P	1	0.8	1.1	0.9	0.9	1	1	0.9	1	0.9
G6PDH counter	-6	-1	5	-1	0	-5	3	-13	3	-2

21. Cc1ccc(C(=O)CC(=O)c2cccc(F)c2)c(O)c1
22. Cc1cc(C)n(-c2cc(Oc3ccccc3)ncn2)n1
23. COc1ccc(-c2nnc3sc(-c4ccc(Br)o4)nn23)cc1OC
24. CCOC(=O)/C(C#N)=C/c1cc2ccccc2nc1Cl
25. NC(=O)NC(=O)CC1S/C(=N/N=C/c2ccccc2)NC1=O (configuration not stated)
26. O=C(O)C(Cc1c[nH]c2ccccc12)N1CCS(=O)(=O)CC1 (configuration not stated)
27. NS(=O)(=O)c1ccc(CNC(=S)NC2CC2)cc1
28. CCOCCCN1CN(Cc2ccccc2)CNC1=S
29. COc1cccc(C2OC(=O)c3ccccc3N2C(C)=O)c1OC(C)=O (configuration not stated)
30. Cc1cc(C)nc(NC(=O)CSc2nc3ccccc3o2)n1

assay / compound	21	22	23	24	25	26	27	28	29	30
HMGR II inh	0	-2	.	1	3	-2	2	-1	-3	-3
Diaph act CS	0.9	0.9	0.9	0.9	1	0.9	1.1	1	0.9	1
TNAP act hi DEA	1	1	1	1	1.1	1	1	1	1	1
FLuc act counter	1	1	1	1.1	1.1	1.1	1	1	1	1.1
TNAP inh noacc	10	-5	-15	-10	-6	7	-1	-6	-4	-13
Diaph inh CS	8	12	14	10	0	12	-11	4	8	4
PMI act	1.1	0.9	0.9	0.8	1.1	1.1	1	0.9	0.8	1
TNAP inh hi DEA	-1	-4	-4	-2	-5	-3	-1	3	3	-2
PMI act satM6P	1.2	0.9	0.8	0.8	1	0.8	1.1	1.1	0.9	1
G6PDH counter	0	12	6	-1	3	1	0	-8	5	6

31. O=C(NS(=O)(=O)c1ccc(Cl)cc1)c1ccccc1
32. CN(Cc1ccc(Cl)cc1)C(=O)CCl
33. O=C(COc1ccc(S(=O)(=O)NC2CCCCC2)cc1)NC1CCCC1
34. O=C(CSc1nc2ccccc2c(=O)n1-c1ccc(F)cc1F)Nc1ccc(N2CCOCC2)cc1
35. O=C(NCc1ccc(Cl)cc1)NCC(F)(F)F
36. COc1ccc(C(=O)c2cc3c(cc2[N+](=O)[O-])OCCO3)cc1
37. CCCCC(c1nnnn1C1CCCC1)N1CCN(C(=O)c2ccco2)CC1 (configuration not stated)
38. O=c1[nH]c(=O)n(Cc2ccccc2)c2c1CCC2
39. Cc1ccc(S(=O)(=O)c2c(CO)c(-c3ccccc3)nn2C)cc1
40. O=C(NCc1ccco1)c1noc2c1CCCC2
41. c1ccc(Cn2nnnc2C(c2cccs2)N2CCCCCC2)cc1 (configuration not stated)
42. Cc1cc(F)ccc1S(=O)(=O)Nc1ncnc2scc(-c3ccc(F)cc3)c12
43. COC(=O)c1ccc(C(=O)OC)c(NC(=S)N2CCN(c3cc(Cl)ccc3C)CC2)c1

assay / compound	31	32	33	34	35	36	37	38	39	40	41	42	43
HMGR II inh	-2	-3	-3	-1	4	1	1	-1	-1	-4	2	-5	0
Diaph act CS	1.1	1	0.9	0.9	1	0.9	0.9	1	0.9	0.8	0.8	0.8	0.9
TNAP act hi DEA	1	1	1	1	1.1	1	1	1	1.1	1	1.1	1	1
FLuc act counter	1	1.1	1.1	0.9	1	1	1	1	1.1	1.1	1	1.1	1.1
TNAP inh noacc	-5	-16	-8	-1	-11	-4	-9	-2	-18	-11	-15	-6	-5
Diaph inh CS	-8	2	7	8	5	13	8	-4	14	20	23	17	11
PMI act	1.3	1.3	1	1.1	1.1	0.8	1	1	1	1	1.1	1	0.9
TNAP inh hi DEA	0	-4	-4	2	-6	-4	-3	3	-6	-5	-5	-3	4
PMI act satM6P	1.2	1.2	1	1.2	1	0.8	1.1	1	1	1	1	1.1	1
G6PDH counter	3	8	10	-19	-1	18	-1	-3	2	-2	6	-17	-22

In the list so far, these have two or more sulfur atoms.
7. O=S(=O)(c1ccc(S(=O)(=O)N2CCOCC2)cc1)N1CCCC1
12. O=C(Nc1ccc2nc(SCc3ccc(Cl)cc3)sc2c1)c1ccccc1C(=O)N1CCOCC1
13. Cc1nnc(NC(=O)Cc2cccs2)s1
14. COC(=O)c1c(NC(=O)CSc2nc(-c3ccco3)cc(C(F)(F)F)n2)sc2c1CCCC2
27. NS(=O)(=O)c1ccc(CNC(=S)NC2CC2)cc1
42. Cc1cc(F)ccc1S(=O)(=O)Nc1ncnc2scc(-c3ccc(F)cc3)c12

assay / compound	7	12	13	14	27	42
HMGR II inh	-4	5	-1	0	2	-5
Diaph act CS	.	0.9	0.8	0.9	1.1	0.8
TNAP act hi DEA	1	1	1.1	1	1	1
FLuc act counter	1.1	1.1	1.1	1.1	1	1.1
TNAP inh noacc	-7	-5	-9	-9	-1	-6
Diaph inh CS	.	14	25	10	-11	17
PMI act	.	0.9	1.1	0.8	1	1
TNAP inh hi DEA	-1	-1	-10	-4	-1	-3
PMI act satM6P	.	0.8	1.1	0.9	1.1	1.1
G6PDH counter	15	-1	5	-1	0	-17
